# DYRK1A inh: rat Dyrk1A kinase inhibitors, primary screen, biochemical, single point, plate reader | Dual specificity tyrosine-phosphorylation-regulated kinase 1A (Rattus norvegicus), Q63470 | ADP-Glo luminescence, NFATc1 peptide | inhibition, % at 12.5 µM | 310,000 tested, 0.43% active | AID 504441, 2011; in the data active = inhibition above about 50%;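 note: plate controls were vehicle with enzyme for no effect and no enzyme for full effect; many of its hits are not listed in these tables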
# aSyn 5UTR inh: MLPCN primary screen, SNCA 5' untranslated region. AID 1813, 2009. 300,000 tested, 0.82% active. alpha-synuclein 5'UTR reporter, inhibitor activity. inhibition, % (tested at 7.5 µM); in the data active = inhibition above about 60%;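 note: H4 neuroglioblastoma cells stably carrying SNCA 5'UTR luciferase fusion; 0% = DMSO wells and 100% = positive control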
# GSK3beta inhib: human GSK3beta kinase inhibitors, primary screen, biochemical, cell-free homogeneous, HTS; GST-GSK3beta kinase, ADP-Glo luminescence, 60 min; active compounds read low; activity score (negative = inhibition), % at 10 µM; AID 2097, 2009; 300,000 tested, 0.038% active;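 active = more than half of replicate wells score below -50%, meaning over 50% inhibition versus plate controls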;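 note: 0% = median DMSO wells and -100% = median GW8510 positive control wells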
# Target sequence (P49841 whole entry, looked up): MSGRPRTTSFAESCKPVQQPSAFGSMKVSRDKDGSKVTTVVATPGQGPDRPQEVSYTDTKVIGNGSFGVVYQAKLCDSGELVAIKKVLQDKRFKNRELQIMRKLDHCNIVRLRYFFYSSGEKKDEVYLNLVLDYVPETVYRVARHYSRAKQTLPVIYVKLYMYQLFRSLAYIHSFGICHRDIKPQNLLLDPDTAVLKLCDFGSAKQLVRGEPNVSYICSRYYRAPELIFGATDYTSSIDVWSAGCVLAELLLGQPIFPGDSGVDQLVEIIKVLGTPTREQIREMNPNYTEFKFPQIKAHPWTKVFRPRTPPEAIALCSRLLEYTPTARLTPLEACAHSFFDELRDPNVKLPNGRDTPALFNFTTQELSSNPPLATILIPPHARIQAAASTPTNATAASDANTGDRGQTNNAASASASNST
#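 test system = GST-tagged human GSK3beta kinase, cell-free | reagent = 25 µM ATP with peptide substrate | dosing = one dose of 10 µM per compound | schedule = 60 min reaction, RT | detection = luminescent ADP-Glo measurement of ADP formed | control set = DMSO neutral wells and GW8510 at 20 µM as positive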
# HSF-1 act: HSF-1 activators, primary screen, NIH3T3-HGL cells, MG132 stress, luminescence, single point | activation, % at 9 µM | AID 504408, 2011 | 300,000 tested, 1.7% active | NIH3T3-HGL HSF-1 luciferase reporter, 8 h; 100% = twice DMSO control signal;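 active = mean replicate activation of at least 50% with a set share of replicates each reaching 50%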;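 note: 0% = median of the neutral control wells and 100% = twice that signal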
# KLF5 inh: KLF5 expression inhibitors, primary screen, DLD-1 cells, luminescence; DLD-1 KLF5 promoter-luciferase reporter; inhibition, % at 5 µM; 290,000 tested, 0.23% active; AID 1700, 2009;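 active = inhibition above a per-plate limit of that plate's mean compound inhibition plus 3 SD, cut at about 60% in these data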;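 note: 0% = DMSO wells and 100% = LY294002 at 200 µM; higher means less KLF5 promoter-driven luciferase light; inactives centre near -14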
# IEC-6 tox: cytotoxicity in IEC-6 intestinal epithelial cells, primary screen, cytotoxicity control for KLF5 inhibitor project, cell-based, luminescence; IEC-6 cytotoxicity, luminescence viability; inhibition, % at 5 µM; 290,000 tested, 0.78% active; AID 1825, 2009; in the data active = inhibition above about 22%;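 note: 0% = plate median of test compound wells and 100% = cytotoxic reference compound wells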
# GSK3 alpha inh: blockers of GSK3A enzyme activity – biochemical, luminescence, cell-free homogeneous, HTS, primary screen; Glycogen synthase kinase-3 alpha (Homo sapiens), P49840; GSK-3 alpha kinase, ADP-Glo luminescence, 60 min; inhibition, % at 10 µM; 320,000 tested, 0.1% active;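 in the data active = inhibition above about 50%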;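 note: GST-tagged GSK-3 alpha with peptide substrate and 25 µM ATP; 0% = DMSO neutral wells and 100% = GW8510 positive control wells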
# Target sequence (P49840 whole entry, looked up): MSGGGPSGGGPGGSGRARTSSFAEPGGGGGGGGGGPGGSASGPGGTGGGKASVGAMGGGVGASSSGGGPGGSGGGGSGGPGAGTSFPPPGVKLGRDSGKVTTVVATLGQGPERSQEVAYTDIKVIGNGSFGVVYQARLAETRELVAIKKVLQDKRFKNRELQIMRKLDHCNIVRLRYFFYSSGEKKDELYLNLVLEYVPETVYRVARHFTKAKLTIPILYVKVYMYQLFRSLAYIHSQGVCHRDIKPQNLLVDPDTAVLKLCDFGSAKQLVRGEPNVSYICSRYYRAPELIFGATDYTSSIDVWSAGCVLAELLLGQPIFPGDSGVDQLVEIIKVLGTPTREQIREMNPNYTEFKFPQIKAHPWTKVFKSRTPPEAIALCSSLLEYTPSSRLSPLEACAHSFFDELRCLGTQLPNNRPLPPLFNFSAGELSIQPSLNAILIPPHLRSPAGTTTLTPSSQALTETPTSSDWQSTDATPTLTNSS
# Platelet DG rel: inhibitors of platelet dense granule secretion, primary screen, cell-based, MLPCN, human platelets | AID 1663, 2009 | inhibition, %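 (compounds screened at 7.5 µM in platelet-rich plasma)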 | human platelet-rich plasma, SFLLRN dense granule ATP release, luminescence | 300,000 tested, 0.22% active;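 active = mean replicate score, as percent of positive control, at or above 50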
# HSP90 refold inh: HSP90 inhibitors, primary screen, cell lysate, luminescence; Rabbit reticulocyte lysate, luciferase refolding luminescence, 3 h; inhibition, % at 5.6 µM; AID 1789, 2009; Heat shock protein HSP 90 (rabbit reticulocyte lysate; luciferase refolding); 290,000 tested, 0.91% active;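 active = inhibition above the screen-wide mean plus 3 SD, computed separately per campaign, cut at about 16% in these data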;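 note: 0% = DMSO wells and 100% = 60 µM geldanamycin wells; inhibitors lower the luminescence because luciferase stays unfolded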
# HSF1 inh: HSF1 inhibitors in luciferase reporter cells, primary screen, cell-based, NIH3T3, luminescence. activity change, negative = inhibition, % at 7.5 µM (by protocol). NIH3T3-HGL HSE-luciferase, MG132-induced, luminescence 8 h; active compounds read low. 300,000 tested, 0.77% active;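 active = more than half of replicate wells show activity change below -50%, luminescence cut by over half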;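 note: luciferase reports HSF-1 transcriptional activity via heat shock element; 0% = median of DMSO wells and -100% = zero luminescence signal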
# The depositor's hits bear a star; . = no result given.
molecule	DYRK1A inh	aSyn 5UTR inh	GSK3beta inhib	HSF-1 act	KLF5 inh	IEC-6 tox	GSK3 alpha inh	Platelet DG rel	HSP90 refold inh	HSF1 inh
CCOc1ccccc1NC(=O)CSc1nnc(CNC(=O)c2ccccc2F)o1	-3.2	22.1	.	4.3	2.6	2.8	0.3	4.4	0.2	1.0
N#Cc1ccc(OCC(=O)NCCc2ccccn2)cc1	-0.9	-12.6	-4.1	-0.2	9.6	0.8	-2.0	0.6	3.7	-5.7
CCn1c2ccccc2c2cc(N=C3SC(CC(=O)Nc4ccccc4OC)C(=O)N3CCOC)ccc21 (stereo not drawn)	-2.2	-18.0	0.0	-2.2	-9.4	9.6	0.1	-3.7	-2.2	2.0
O=C(N/N=C\c1ccc(F)cc1)c1ccc(F)cc1	-0.4	-131.6	-1.3	16.0	-46.8	5.7	-1.4	-0.4	-0.6	8.3
COc1ccc(Br)cc1CN(C)C(=O)c1ccc2c(c1)NC(=O)C(C)S2 (stereo not drawn)	.	5.0	-1.7	-11.8	-14.9	7.1	2.3	19.1	0.8	1.8
Cc1c(Cl)cccc1N(CC(=O)O)S(C)(=O)=O	7.0	15.1	4.3	-6.0	-13.2	2.9	0.1	5.7	1.0	-5.2
Nc1nnc(Cc2ccc(Cl)cc2Cl)s1	3.8	5.2	1.0	-19.1	-3.9	1.0	0.7	11.9	5.3	-8.2
COc1ccc(CCNC(=O)C(=O)NCC2OCCN2S(=O)(=O)c2ccc3c(c2)OCCO3)cc1 (stereo not drawn)	-1.0	13.4	-1.8	1.0	4.3	-0.9	-1.5	-2.7	1.0	0.6
CSc1cccc(NC(=O)C2CC(=O)N(Cc3ccccc3)C2)c1 (stereo not drawn)	-4.5	-4.0	3.0	9.6	-25.5	-6.6	-1.2	19.4	-0.1	0.0
COc1ccc(-c2csc(N)n2)cc1	-0.1	-101.1	1.8	9.6	-32.8	1.9	0.3	12.1	-1.5	0.9
CC1CC(C)CN(S(=O)(=O)c2ccc(C(=O)NCc3ccc4c(c3)OCO4)cc2)C1 (stereo not drawn)	13.5	-5.0	0.2	-1.0	-15.9	-0.9	-2.9	-3.2	-1.7	8.8
O=C(CSc1nnnn1C1CCCCC1)N1c2ccccc2Sc2ccccc21	3.9	13.4	2.6	24.0	-28.7	-4.5	-2.6	-0.6	-1.8	9.4
O=c1[nH]c2ccc(NC(=S)Nc3ccccc3Cl)cc2[nH]1	45.0	-20.0	3.0	-1.0	-12.7	0.9	-1.0	53.9*	-1.8	-13.0
c1ccc(CNc2c3ccccc3nc3ccccc23)cc1	3.5	-332.2	-1.0	2.8	-3.6	26.2*	2.0	4.3	-4.1	-2.3
CSCCC(NS(=O)(=O)c1ccc(C)cc1)C(=O)NC1CCCCC1 (stereo not drawn)	-4.5	-2.7	-6.1	4.9	-6.5	-2.5	-1.7	-35.1	-0.2	-0.7
CCOCC(=O)Nc1nc2c(s1)C(=O)CC(C)(C)C2	56.8*	0.5	0.2	0.2	-12.8	2.5	-0.7	0.2	2.9	0.9
CCOc1ccc(Nc2nc3cc(S(=O)(=O)N(CC)CC)ccc3o2)cc1	0.3	78.3*	1.3	15.1	-3.7	8.5	2.4	0.4	3.1	6.7
CCC(C)Sc1ccc([C@H]2N[C@@](C)(C(=O)OC)[C@H]3C(=O)N(CC)C(=O)[C@@H]23)cc1 (stereo partly drawn)	14.2	-7.1	6.2	7.5	.	.	.	-2.9	.	-3.6
O=C(Nc1ccccc1)N1CCOCC1	-1.1	-5.4	-1.1	-5.2	-30.5	1.5	0.2	0.2	-2.8	-6.1
COc1ccc2c(c1)C1NC(=S)N[C@@](C)(O2)C1C(=O)Nc1ccccc1 (stereo partly drawn)	21.5	11.1	0.4	7.8	-3.8	0.4	0.1	4.5	3.6	2.4
O=C(/C=C/Sc1ccc(C(F)(F)F)cn1)c1ccccc1	7.2	-72.4	4.4	19.9	-28.1	5.5	-2.3	-2.4	2.6	18.3
O=C1CCC(=O)N1CCSC(=S)N1CCOCC1	-6.5	-12.8	-17.9	-7.5	-27.7	-2.3	-1.1	-10.3	5.2	-5.5
COc1cccc(NC(=O)N2CCC(C(N)=O)(N3CCCCC3)CC2)c1	-11.4	13.8	-0.6	.	-21.0	3.8	2.6	-2.3	-0.5	.
CC(CCc1ccccc1)NS(=O)(=O)c1ccccc1 (stereo not drawn)	-8.8	15.6	-0.7	8.9	-9.1	0.7	-1.4	0.6	0.0	-4.5
O=C(CC1CCCC1)NCCc1cn2ccccc2n1	-2.2	-5.0	-3.8	-5.2	-29.0	3.5	1.4	-4.0	-0.7	-1.2
CCOc1ccc(-n2nc(C(=O)NCCOC)c3ccccc3c2=O)cc1	-11.0	.	.	.	-12.4	1.0	0.2	.	4.1	.
CC(=O)N1CCc2cc(N=NC3=C(O)CC(C)(C)CC3=O)ccc21	-2.7	-95.1	2.3	19.8	-60.4	-7.9	0.4	1.6	-0.3	4.7
Cc1ccc2cc3c(NC(=O)c4ccco4)nn(CC(C)C)c3nc2c1	8.5	18.0	1.3	-4.2	-2.4	-0.4	.	-6.6	-4.3	-10.3
CCCC(=O)Nc1nc2ccc(NC(=O)c3cccnc3)cc2s1	20.5	-59.0	2.8	6.2	-20.7	30.2*	0.4	-22.1	-1.6	2.3
CCCC(C)NC(=O)CSc1nc(-c2ccccc2)cn1N (stereo not drawn)	2.8	8.1	-3.7	15.6	6.4	-3.0	-0.3	-2.2	-3.7	0.4
Cc1oc(-c2ccccc2F)nc1CS(=O)CC(=O)NCc1ccc(F)cc1 (stereo not drawn)	0.8	21.6	-2.9	3.3	4.1	2.1	1.6	2.4	-1.5	-0.1
Cc1c(Cc2ccccc2)sc(/N=C/c2c(O)ccc3ccccc23)c1C(N)=O	-3.3	11.8	1.8	-54.7	-16.3	0.6	-0.2	-3.0	-4.2	-57.6*
Cc1cc(SCC(=O)c2cc(C)n(C)c2C)nc2ccccc12	2.4	-19.9	1.5	0.9	-7.5	3.3	-3.8	-12.5	-3.5	-14.7
CC(=O)N1CCN(CC(=O)c2ccc(Br)cc2)CC1	-5.3	4.5	0.4	18.1	-6.6	3.8	-1.2	0.2	1.2	-0.2
Cc1ccccc1-n1c(O)c(/C=C/C=Nc2ccccc2)c(=O)[nH]c1=O	0.0	13.2	3.4	5.4	-49.2	-5.7	-3.3	-1.4	0.0	1.8
CN(C)S(=O)(=O)N1CCN(S(=O)(=O)c2ccccc2)CC1	-1.4	-25.7	3.5	-0.6	-6.8	2.0	.	-6.2	0.9	-1.2
Cc1cc(Cl)ccc1OC(C)C(=O)Nc1ccc(C(=O)Nc2ccccc2C(=O)O)cc1 (stereo not drawn)	9.3	-11.4	-1.7	9.0	-20.4	-3.7	-2.3	-5.4	2.8	-9.5
CSc1nn2c(C(F)(F)F)cc(C(F)(F)F)nc2c1C(N)=O	-2.4	15.9	-2.7	10.6	-10.8	-1.9	0.8	-1.2	3.0	-3.4
COc1cccc(NC(=O)COc2ccc(N3CC(C(=O)NCC(C)C)CC3=O)cc2)c1 (stereo not drawn)	-2.1	6.6	2.3	-3.3	-20.6	1.9	-0.9	0.9	0.1	-6.8
Cc1c(N=C2SCC(=O)N2/N=C/c2ccccc2Cl)c(=O)n(-c2ccccc2)n1C	14.5	-7.1	-0.7	8.8	-22.3	-8.4	4.6	-0.6	-1.8	4.8
CCCN1CCN(c2ccc(S(N)(=O)=O)cc2[N+](=O)[O-])CC1	-7.0	-0.9	2.2	-13.6	-24.6	-3.6	-1.7	0.9	-1.9	-3.0
O=C(CSc1cccc2cccnc12)N/N=C/c1ccc(O)cc1	23.5	17.9	-11.6	-11.5	9.6	-0.5	30.1	14.0	-1.4	-7.8
O=C(c1cc(-c2ccccc2)n[nH]1)N1CCN(S(=O)(=O)c2ccccc2)CC1	-0.7	-8.3	0.4	9.2	-4.5	1.1	-1.6	0.3	-1.8	-1.1
N#Cc1nc(-c2cccc3ccccc23)oc1N1CCCCC1	0.1	-155.1	2.0	26.1	-7.8	1.5	-0.2	-3.0	21.2*	20.4
COc1cc(/C=C2/C(=N)N3C=CSC3=NC2=O)ccc1OCCCOc1c(C)cccc1C	-0.9	-11.4	4.0	23.7	-34.8	2.5	-0.8	-0.9	-3.6	13.4
CCOC(=O)C1=C(C)NC(=O)N(C(C)=O)C1c1ccc(Cl)cc1 (stereo not drawn)	-5.5	10.6	-2.5	47.5	-9.3	0.8	0.2	0.2	-1.6	19.8
Cc1ccccc1N1CCN(C(=S)c2ccc(-c3cccc([N+](=O)[O-])c3)o2)CC1	3.5	-12.3	-4.3	13.9	-32.9	-0.7	-1.3	-1.7	1.6	-5.1
CC1CN(C(=O)c2cc3cc(Cl)cc(Cl)c3oc2=O)CC(C)O1 (stereo not drawn)	-0.1	-4.6	1.4	-11.0	-4.0	-4.0	-0.6	-2.1	0.8	-5.5
CCOc1ccccc1C(=O)Nc1cccc(-c2ccc(N3CCOCC3)nn2)c1	12.5	-127.2	2.3	38.0	.	.	0.0	2.9	.	23.6
COc1ccc(CNC(=O)C2CCN(S(=O)(=O)c3c(C)noc3/C=C/N(C)C)CC2)cc1	-2.9	-13.3	1.6	-19.1	-18.7	-12.3	3.8	-10.5	0.0	-9.7
COc1cccc(NC(=O)COC(=O)COc2cccc3c2OC(C)(C)C3)c1	-0.4	-7.3	1.9	-7.6	-6.9	-5.6	0.3	-2.2	-1.9	-3.1
COCCOC(=O)c1cc(C(=O)c2cc(F)ccc2O)coc1=N	2.2	3.4	1.1	12.2	-29.8	2.6	-1.5	4.7	0.3	4.9
CCC(C)C(NC(=O)c1ccccc1NC(=O)c1ccccc1)C(=O)N1CCOCC1 (stereo not drawn)	-2.0	11.7	-3.3	0.8	-32.6	-0.8	-2.9	-2.3	-2.6	-4.8

# Just Platelet DG rel, KLF5 inh and HSF1 inh, for some of the entries so far:
SMILES | Platelet DG rel | KLF5 inh | HSF1 inh
COCCOC(=O)c1cc(C(=O)c2cc(F)ccc2O)coc1=N | 4.7 | -29.8 | 4.9
CCC(C)C(NC(=O)c1ccccc1NC(=O)c1ccccc1)C(=O)N1CCOCC1 (stereo not drawn) | -2.3 | -32.6 | -4.8

# Only part of the results is shown. The share of hits here may be higher or lower than overall.
